TAG inh = triacylglycerol accumulation inhibition. inhibition, % at 12.5 µM. AID 651582. 230,000 compounds, 0.66% hits. H9c2 cells, Nile Red lipid (TAG) fluorescence; cells loaded with 200 µM oleic acid;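 active = pattern-corrected inhibition of lipid staining of at least 50% with the nuclear-stain viability signal not falling by more than 50%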;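 also: 0% = DMSO wells and 100% = triacsin C control wells; some results filed as inactive read as strong as hits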
TAG inh DAPI viability = further read-out of TAG inh, marked with its call; DAPI nuclei signal change (viability), lower = more cytotoxic, %;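 whole-well DAPI fluorescence read on a plate reader as a viability signal; minus 50 percent equals half of cells still viable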
Active calls of the source: *. Some of the compounds tested; the hit share may differ from the screen's.

SMILES	TAG inh	TAG inh DAPI viability
Cc1ccc(S(=O)(=O)N2CCN(S(=O)(=O)N(C)C)CC2)cc1	-19.0	2.7
COC(=O)CCCC1=CC2=CC(=O)C(C)(OC(=O)c3cccs3)C(=O)C2=CN1CC(C)C (configuration not stated)	0.0	9.6
C[C@H]1COC[C@@H](C/C=C/c2ccccc2)N1c1ccccc1	4.4	1.5
O=[N+]([O-])c1ccc(OCc2nnc(-c3ccccc3)o2)cc1	0.8	2.2
O=C(NCC1CCCO1)c1ccc(/C=N/O)nc1 (configuration not stated)	8.0	-3.9
O=C1Nc2cc(C(=O)NCCCN3CCCC3)ccc2S/C1=C/c1cccc(Cl)c1	12.3	16.3
CCOC(=O)C(CC(=O)O)N1CCCCC1 (configuration not stated)	0.6	-5.0
Cc1ccc(-n2c(SCC(=O)O)nc3sc4c(c3c2=O)CC(C)(C)SC4)cc1	7.4	3.7
CC(=O)c1cccc(NC(=S)N2CCN(CCN3C(=O)c4cccc5cccc(c45)C3=O)CC2)c1	17.8	-4.6
CCC1=NN2C(=N)/C(=C/c3cc(C)n(-c4ccccc4)c3C)C(=O)N=C2S1	19.0	-8.4
Cc1ccc(NC(=O)COC(=O)CNC(=O)c2ccc(C)s2)cc1	-15.7	1.3
Cc1cc(C)cc(OCC(=O)Nc2cc(C)on2)c1	-18.3	-0.5
CC(Nc1ccc2ccccc2c1)C(=O)N/N=C/c1ccncc1 (configuration not stated)	16.1	-5.5
Cc1nc2sc3c(c2c(=O)o1)CCC3	-4.8	-7.8
CCOC(=O)C1CCCN(C(=O)C2CCN(c3nnc(-n4cccc4)s3)CC2)C1 (configuration not stated)	-8.5	4.1
Cc1cc(OCCN2CCN(S(=O)(=O)c3ccccc3F)CC2)ccc1C(C)C	-10.9	-3.3
Nc1ccc(Cl)c(S(=O)(=O)Nc2ccccc2Cl)c1	-13.5	-0.6
O=C(O)CCCN1C(=O)C(=O)/C(=C(/O)c2ccc(Cl)cc2)C1c1ccccc1 (configuration not stated)	0.8	5.0
CCN(CC)CCN(C(=O)c1ccc(CN2CCCCC2)o1)C(C(=O)NC1CCCCC1)c1ccc(F)cc1 (configuration not stated)	0.2	18.4
COc1ccccc1C(=O)NCCC(=O)Nc1ncccc1O	9.0	-1.5
COC(=O)C1(C)CCCC2(C)C3CCC(C(C)C)C(CO)C3C(CO)CC12 (configuration not stated)	-6.9	2.9
COc1ccccc1C=NNC(=O)C(=O)NN=Cc1ccccc1OC	2.1	-2.5
O=C(Cn1c(=O)oc2ccccc21)c1ccccc1	-44.4	-15.1
CC1(C)Cc2cccc(OCC(O)CN3CCN(c4ccccn4)CC3)c2O1 (configuration not stated)	-21.8	4.3
C/C(=N/NS(=O)(=O)c1ccc(Br)cc1)c1c[nH]c2ccccc12	6.9	1.3
O=C(CSc1nnc(Cn2cnc3ccccc32)o1)Nc1cccc2ccccc12	7.4	-6.0
O=C(CCN1CCOCC1)NNC(=O)c1ccc([N+](=O)[O-])cc1[N+](=O)[O-]	3.1	-8.3
CCN(C(=O)CSc1ccc2c(c1)OCCO2)C1CCS(=O)(=O)C1 (configuration not stated)	-15.4	2.5
Cc1n[nH]c(C)c1S(=O)(=O)N1CCCC(C(=O)O)C1 (configuration not stated)	9.2	-0.2
O=C1CC(c2ccccc2Cl)=NN(c2ncnc3ccccc23)C1=O	12.1	0.2
Cn1nnnc1SCC(=O)Nc1cccc(S(=O)(=O)N2CCCCC2)c1	-0.9	-4.4
Cc1ccc(NC(=O)c2ccn(C(=O)Nc3ccccc3)n2)c(C)c1	2.4	9.4
Cc1cc(NS(=O)(=O)c2ccc(NC(=O)CCSc3ccc(F)cc3)cc2)nc(C)n1	-0.7	18.4
N#Cc1c(C(F)(F)F)cc(-c2ccccc2Cl)[nH]c1=O	15.7	2.0
Cc1ccc(Cl)cc1N1CCN(C(=O)CSc2nnc3n2C(C)(C)Cc2ccccc2-3)CC1	-10.4	-4.7
CCC(=O)Nc1nonc1-c1nc2ccccc2n1CC(C)C	-20.3	10.4
Cc1cccc(C2=NN(c3ccccc3)[C@@H](C(=O)N3CCOC3=O)[C@@H]2c2ccc(F)cc2)c1	-11.5	29.4
CN(C)CCNC(=O)c1coc(=O)c(Br)c1	0.0	0.5
CCC(=O)N1CCC(C)(C(=O)Nc2nccc3ccccc23)C1 (configuration not stated)	-3.8	-0.4
C=CCn1c(NCCc2ccccc2)nc2c1c(=O)n(C)c(=O)n2C	-34.3	1.0
Cc1nc2[nH]c(=O)c3c(n2n1)NC1=C(C(=O)CC(C)(C)C1)C3c1ccc(F)cc1 (configuration not stated)	-7.9	4.8
COc1ccc(OCc2cc(C(=O)N(C)Cc3cnccn3)no2)c(Cl)c1	-4.9	-4.6
CCn1c(=O)cc(SCC(=O)N2CCN(C)CC2)c2ccccc21	28.1	-12.7
C/C(=N\N1CCN(Cc2ccccc2Cl)CC1)c1ccc([N+](=O)[O-])cc1	-8.6	4.8
O=c1c(Cc2ccccc2)c(O)ccn1C1CCCCCCC1	12.3	-21.1
Cc1ccc(C)c(N2C(=O)c3ccc(C(=O)Nc4ccccn4)cc3C2=O)c1	-2.1	-8.1
O=C(C1CCN(S(=O)(=O)c2cccc3cccnc23)CC1)N1CCN(C2CCCC2)CC1	-0.9	1.1
O=C(NC1CCCCC1)N1CCCC(CNS(=O)(=O)Cc2ccccc2)C1 (configuration not stated)	2.5	-6.9
CCCS(=O)(=O)N1CCN(c2cc3c(cc2[N+](=O)[O-])n(C)c(=O)n3C)CC1	-5.4	10.9
Cc1ccc(C)c2[nH]c(=O)c(C(c3nnnn3Cc3ccco3)N3CCc4ccccc4C3)cc12 (configuration not stated)	-24.4	13.0
CCCCCCCCCCCCN1C/C(=C\C(=O)OCC)c2cc(C(F)(F)F)ccc2S1(=O)=O	-29.6	0.6
CCCCn1c(N)c(N(CC(C)C)C(=O)CN2C(=O)C3CCCCC3C2=O)c(=O)[nH]c1=O (configuration not stated)	8.2	-3.4
Cn1c(=O)oc2cc(S(=O)(=O)N3CCC(C(=O)NCc4cccs4)CC3)ccc21	-1.1	-8.0
c1ccc(N2CCN(c3ncnc4c3oc3ccccc34)CC2)cc1	-12.3	1.4
CN1CCN(C(=O)CCCOc2cc(=O)n(C)c3ccccc23)CC1	22.0	-8.8
CCc1cc(-c2nnc(SCC(=O)NC3CC3)n2C)cs1	5.3	2.7
COc1ccc(NS(=O)(=O)c2cccc(C(=O)NCCCn3ccnc3)c2)cc1	-6.0	-1.4
CCc1ccc(NC2=NCC(c3ccccc3)S2)cc1 (configuration not stated)	-24.9	0.0
Brc1ccc(-c2cnc(-c3cccs3)o2)cc1	21.0	-4.2
Cc1ccc2c(c1)cc(CN(Cc1ccco1)C(=O)COc1ccccc1)c1nnnn12	-7.5	2.1

New compounds follow:
SMILES	TAG inh	TAG inh DAPI viability
CCCCCC(=O)NNC(=O)Cc1ccc([N+](=O)[O-])cc1	1.6	-7.7
CC(C)(C)c1ccc(-c2nc(N)nc(N)n2)cc1	-4.2	6.5
CC(=O)Nc1c(Br)cc2c(c1Br)C(=O)c1ccccc1-2	-8.1	-1.2
Cc1ccccc1N1CC(C(=O)Nc2nnc(SCCN3CCOCC3)s2)CC1=O (configuration not stated)	16.9	3.5
COC(=O)c1c(NC(=O)CN2CCC(C(N)=O)CC2)c2c(C)cccc2n1C	-0.7	10.2
Cc1ccc(S(=O)(=O)NNC(=S)Nc2cccc(F)c2)cc1	4.1	-4.9
CN(C(=O)CN1C(=O)c2ccc([N+](=O)[O-])cc2C1=O)C1CCCCC1	3.8	-1.7
O=C(COC(=O)CCc1ccccc1)NNC(=O)c1ccccc1	-13.3	11.5
C/C=C(/C)C(=O)O[C@@H]1c2cc3c(c(OC)c2-c2c(cc(OC)c(OC)c2OC)[C@@H](OC(C)=O)[C@@H](C)[C@H]1C)OCO3	19.8	-6.0
Cc1cc(C)c(O)c(-c2cc(C(=O)Nc3ccc(S(=O)(=O)N4CCOCC4)cc3)[nH]n2)c1	32.0	11.3
COc1ccc(OC)c(NC(=O)CSc2nccn2Cc2ccco2)c1	9.1	-0.5
Cc1oc(-c2ccccc2Cl)nc1CSc1nc2c(c(=O)[nH]1)CCCC2	2.1	3.0
CSC1=N/C(=C/c2cccnc2)C(=O)N1Cc1ccccc1	-27.5	-5.1
C=CCNC(=S)N/N=C/c1ccc(C)cc1C	7.3	-4.5
CC(C)(C)c1cc(-c2csc(Nc3ccccc3)[n+]2Cc2ccc(C(=O)O)cc2)cc(C(C)(C)C)c1O	16.6	-9.7
O=C(CN1C(=O)NC2(CCCCC2)C1=O)Nc1ccc(Cl)cc1	4.9	1.3
C[n+]1ccc(CC2C(=[N+]([O-])[O-])C=Nc3ncnn32)cc1 (configuration not stated)	-9.5	-13.3
COc1cc(C(=O)NCC(=O)OCc2cc(=O)oc3c(C)c(C)ccc23)cc(OC)c1OC	-15.6	2.0
COc1ccc(OC)c(NC(=O)C2(C)CCN2CCc2ccccc2)c1 (configuration not stated)	-66.8	-10.5
CC(=O)Nc1ccc(S(=O)(=O)NCc2csc(-c3cccnc3)n2)cc1	-1.2	7.9

3 entries from above in another layout.
mol: C=CCNC(=S)N/N=C/c1ccc(C)cc1C
- TAG inh: 7.3
- TAG inh DAPI viability: -4.5
mol: C/C(=N\N1CCN(Cc2ccccc2Cl)CC1)c1ccc([N+](=O)[O-])cc1
- TAG inh: -8.6
- TAG inh DAPI viability: 4.8
mol: O=c1c(Cc2ccccc2)c(O)ccn1C1CCCCCCC1
- TAG inh: 12.3
- TAG inh DAPI viability: -21.1

One compound at a time, from the list above:
COc1cc(C(=O)NCC(=O)OCc2cc(=O)oc3c(C)c(C)ccc23)cc(OC)c1OC across the screens: TAG inh: -15.6; TAG inh DAPI viability: 2.0
Cc1ccccc1N1CC(C(=O)Nc2nnc(SCCN3CCOCC3)s2)CC1=O (configuration not stated) across the screens: TAG inh: 16.9; TAG inh DAPI viability: 3.5

The list continues:
SMILES	TAG inh	TAG inh DAPI viability
COC(=O)C1CSc2[nH]c(=O)sc2C1c1ccc(O)c(OC)c1 (configuration not stated)	-31.4	6.7
COc1ccc(C(=O)N2CCCC(C)(C(=O)NS(=O)(=O)C3CC3)C2)cc1 (configuration not stated)	4.1	-6.9
Cc1noc(C)c1S(=O)(=O)N(C)C[C@H]1Oc2ccc(NC(=O)NC3CCCCC3)cc2C(=O)N([C@H](C)CO)C[C@@H]1C	-18.1	-12.5
CS(=O)(=O)N(CC(=O)NC1CCCCC1)c1cccc(F)c1	-9.1	4.1
N/C(=N\N=C\c1ccc(Br)o1)c1nonc1N	-1.7	8.1
OC(CN1CC=C(/C=C/c2ccc(Br)cc2)CC1)c1ccccc1 (configuration not stated)	1.4	24.3
OCC(O)CNC(=S)NC1CCCCC1 (configuration not stated)	8.8	-12.6
CCCCn1c(N)c(N(CCC(C)C)C(=O)c2cccc(-n3cnnn3)c2)c(=O)[nH]c1=O	11.0	-3.2
O=C(NCc1ccc(C(F)(F)F)cc1)C1CC(c2ccc(C(F)(F)F)cc2)=NO1 (configuration not stated)	-14.8	3.2
COc1ccc(C(=O)/C=C/C(=O)N(CC(=O)NC2CCCCC2)Cc2cccs2)c(O)c1	-9.2	-6.6
CC1CN(C(=O)c2ccc(NS(=O)(=O)c3cccc(Cl)c3)cc2)CC(C)O1 (configuration not stated)	-7.4	4.2
Cn1c(NNC(=O)C2CCCCC2)cc(=O)n(C)c1=O	1.7	3.3
O=C(c1ccc([N+](=O)[O-])cc1)N1CCN(C(=O)C2CCCCC2)CC1	-9.1	-2.2
O=C1CSC(c2ccccc2)N1CCc1ccccc1 (configuration not stated)	-2.1	10.2
CCOc1ccc(/C=N/NC(=O)Cc2csc(Nc3cccc(C(F)(F)F)c3)n2)cc1	26.0	-1.1
Cc1ccccc1C(=O)c1cccn1CC(=O)NCc1ccccc1	-8.0	0.8
COc1cccc(C(=O)NNS(=O)(=O)c2ccccc2)c1	3.2	8.8
COc1cc(C(=O)NC2CCCC(C)C2C)ccc1OCC(=O)N1CCOCC1 (configuration not stated)	-3.8	0.8
CCCCOc1ccc(-c2cn3ccccc3n2)cc1[N+](=O)[O-]	-7.4	12.9
COc1ccc(S(=O)(=O)NCCOc2ccccc2)cc1C	-2.6	2.2
Cc1ccc(-c2cc(C(=O)N/N=C/C=C/c3ccco3)c3ccccc3n2)cc1C	-23.1	10.6
CC12CC(c3ccccc3O1)N(C(=O)c1ccco1)C(=S)N2c1ccc(F)cc1 (configuration not stated)	-11.8	-10.0
C[C@H](CO)N1C[C@H](C)[C@@H](CN(C)C(=O)C2CCCCC2)OCc2cn(nn2)CCCC1=O	-5.9	1.8
Cc1cc(Cl)cc(Cl)c1OCCCCN(C)C	-4.1	14.2
O=C(CCCC(=O)Nc1ccc(Br)cc1)N/N=C/c1ccccc1	13.3	-2.0
O=C(CCCN=C1NS(=O)(=O)c2ccccc21)OCC(=O)c1ccc(F)c(F)c1	6.7	10.6
O=C(CCNC(=O)c1ccc([N+](=O)[O-])cc1)NNC(=O)c1ccncc1	11.4	-10.5
Cc1cccc(C)c1NC(=O)CN(C)C(=O)CC1OC(=O)c2ccccc21 (configuration not stated)	-8.6	-0.2
CC(C)(C)C(=O)Nc1ccc(S(=O)(=O)Nc2ccccn2)cc1	10.8	-8.5
O=C(Nc1ccccc1)c1ccccc1OCC(O)CN1C(=O)c2ccccc2S1(=O)=O (configuration not stated)	19.0	-9.3
C[C@H](CO)N1C[C@H](C)[C@H](CN(C)S(=O)(=O)c2ccccc2C#N)OCc2cnnn2CCCC1=O	-3.0	-2.7
CCS(=O)(=O)N1CCN(S(=O)(=O)c2ccc(F)cc2)CC1	0.5	8.6
COc1ccc(NC(=O)c2nc3nccc(C)n3n2)cc1S(=O)(=O)N1CCOCC1	9.0	-6.5
CC1=CC2=NC(=O)/C(=C/c3coc4ccc(Cl)cc4c3=O)C(=N)N2O1	-7.6	8.8
CSc1ccccc1OCc1cc(C(=O)NCCn2nc(C)cc2C)no1	-3.8	3.8
